GLP1R inv ag: qHTS of GLP-1 Receptor Inverse Agonists (Inhibition Mode). HEK293 GLP-1R CRE-luciferase, luminescence, 24 h; GLP-1R form is constitutively active. Potency, µM (titrated, usually from 38.3 µM), for the others: at the top dose activity change, negative = inhibition, actives largely listed as inhibitors. 1.6% of 410,000 active. AID 624417, 2012; further: potency means the concentration at half of the fitted maximal effect; on the % scale 0 is the no-effect control and ±100 the full control effect; nearly all actives have a fitted effect of over 55% in size
Target sequence (P43220 whole entry, looked up): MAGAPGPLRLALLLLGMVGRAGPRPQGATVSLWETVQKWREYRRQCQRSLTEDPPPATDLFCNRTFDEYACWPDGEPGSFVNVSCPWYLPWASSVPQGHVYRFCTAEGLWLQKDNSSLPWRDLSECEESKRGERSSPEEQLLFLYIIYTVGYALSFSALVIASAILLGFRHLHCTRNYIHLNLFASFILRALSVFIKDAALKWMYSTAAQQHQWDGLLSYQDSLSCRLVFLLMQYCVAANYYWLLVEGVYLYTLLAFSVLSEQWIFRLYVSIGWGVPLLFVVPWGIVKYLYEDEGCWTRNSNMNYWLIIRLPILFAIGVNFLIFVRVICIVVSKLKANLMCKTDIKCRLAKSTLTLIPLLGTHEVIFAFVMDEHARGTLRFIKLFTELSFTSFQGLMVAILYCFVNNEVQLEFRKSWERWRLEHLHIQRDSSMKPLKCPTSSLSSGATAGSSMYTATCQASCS
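Cells are plated, allowed 12 hours at 37 deg C, then treated with compounds for 24 hr before luciferase detection reagent is added and luminescence is read after 12 min at room temperature. The HEK293 line carries constitutively active GLP-1R with a cAMP-responsive reporter.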
DRD3 agonist: qHTS of D3 Dopamine Receptor Agonist: qHTS; D3R DiscoveRx beta-arrestin cells, luminescence, 90 min; AID 652048, 2013; max activation, %; 0.58% of 410,000 active; in the data active means max activation above about 30%; further: 0% is about no effect; mostly tested at two doses, the higher about 12 µM
Target sequence (P35462 whole entry, looked up): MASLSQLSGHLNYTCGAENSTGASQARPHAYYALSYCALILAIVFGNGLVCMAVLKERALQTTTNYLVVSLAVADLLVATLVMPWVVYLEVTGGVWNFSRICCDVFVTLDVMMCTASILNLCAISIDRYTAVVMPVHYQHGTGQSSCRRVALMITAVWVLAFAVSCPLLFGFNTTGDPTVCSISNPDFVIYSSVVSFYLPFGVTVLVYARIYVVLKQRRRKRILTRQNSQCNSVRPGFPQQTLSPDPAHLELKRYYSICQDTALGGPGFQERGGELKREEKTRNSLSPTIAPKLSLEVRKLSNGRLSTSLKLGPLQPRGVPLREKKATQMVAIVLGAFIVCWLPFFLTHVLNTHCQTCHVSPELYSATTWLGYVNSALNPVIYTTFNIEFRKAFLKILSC
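Cells at 1500/well, incubated overnight, then treated with pinned compounds (dopamine as control) for 90 min at 37 degrees C. DiscoveRx reagent added for 30 - 60 minutes at room temperature; luminescence read.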
PLK1 PBD block: qHTS for Inhibitors of PLK1-PDB (polo-like kinase 1 - polo-box domain): Primary Screen | Potency, µM, inactives show max response, negative = inhibition, actives largely listed as inhibitors | AID 720504, 2013 | Serine/threonine-protein kinase PLK1 (Homo sapiens), P53350 | Plk1 PBD binding of FITC phosphopeptide, fluorescence polarization | 2.8% of 360,000 active; further: potency means the concentration at half of the fitted maximal effect; series mostly up to about 57 µM; on the % scale 0 is the no-effect control and ±100 the full control effect; nearly all actives have a fitted effect of over 65% in size
PI5P4Ka inh: qHTS for Inhibitors of phosphatidylinositol 5-phosphate 4-kinase (PI5P4K); 1.2% of 330,000 active; PI5P4Kalpha enzyme, ADP-Glo luminescence, 60 min; stronger effect = lower value; max response, %; Phosphatidylinositol 5-phosphate 4-kinase type-2 alpha (Homo sapiens), P48426; active means max response of -50% or lower; inconclusive means between -30% and -50%; inactive means -30% or higher; further: value at the top dose of about 77 µM; on the % scale 0 is the no-effect control and ±100 the full control effect
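Enzyme plus substrate dispensed, test compounds pinned in, then ATP (5 microM final) added. After 60 min at RT, ADP-Glo reagent 1 for 45 min and reagent 2 for 30 min preceded luminescence imaging.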
GLP-1R agonist: qHTS of GLP-1 Receptor Agonists; Glucagon-like peptide 1 receptor (Homo sapiens), P43220; HEK293 GLP-1R CRE-luciferase, luminescence, 4-6 h; cells express a hypersensitive GLP-1R form; Potency, µM (titrated, usually from 45.6 µM), for inactives: at the highest dose activation, hits mostly activators; 0.007% of 380,000 active; AID 624172, 2012; further: potency means the concentration at half of the fitted maximal effect; % of control where 0% means no effect
HEK293 tox: qHTS of GLP-1 Receptor Inverse Agonists: Cytotox Screen | HEK293 cAMP-luciferase reporter cells, luminescence, 24 h | Potency, µM (series often up to 38.3 µM), inactives show at the highest dose activity change, negative = inhibition, usual class: inhibitors | 0.13% of 410,000 active | AID 624418, 2012;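 further: loss of luciferase light is scored as toxicity; potency means the concentration at half of the fitted maximal effect; on the % scale 0 is the no-effect control and ±100 the full control effect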
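Cells in DMEM/10% Nu serum/1% pen-strep, 1536-well format. Pre-incubated 12 h, dosed with 23 nL compound, incubated a further 24 h. Luciferase detection, 12 min at room temp, luminescence.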
IL2 activator: qHTS of IL-2 Activators; activation, % (series mostly up to about 46 µM); 0.065% of 360,000 active; IL-2 activation reporter assay, cell-based qHTS; stimulated with anti-CD3/CD4/CD28 beads; in transgenic mouse T cells; in the data active means activation above about 50%; inconclusive means mostly about 30% to 49%; further: 0% is about no effect
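Unstimulated transgenic mouse T cells preincubated 60 min with compound, then stimulated with anti-CD3/anti-CD4-coated beads plus anti-CD28 for 18 h at 37 degrees C. IL-2 response read as EGFP and DsRed fluorescence by plate cytometry.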
D3 antag: qHTS of D3 Dopamine Receptor Antagonist: qHTS. D(3) dopamine receptor (Homo sapiens), P35462. D3R cells, DiscoveRx beta-arrestin luminescence, antagonist mode; stronger effect = lower value. max response, negative = inhibition, %. 2.5% of 360,000 active; in the data active means max response below about -50%; inconclusive means no clear call, values can overlap the other calls; further: on the % scale 0 is the no-effect control and ±100 the full control effect; mostly tested at two doses, the higher about 12 µM
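Cells plated overnight at 1500 cells/well, then exposed to library compounds with dopamine controls for 90 minutes at 37 degrees C. DiscoveRx reagent added for 30–60 minutes at room temperature; luminescence read, quantitative HTS format.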
WRN inhibitor: qHTS for Inhibitors of WRN Helicase. Bifunctional 3'-5' exonuclease/ATP-dependent helicase WRN (Homo sapiens), Q14191. 0.46% of 360,000 active. WRN helicase unwinding, fluorescent forked duplex, kinetic. Potency, µM (series often up to 114 µM), inactives show at the highest dose activity change, negative = inhibition, actives largely listed as inhibitors; further: potency means the concentration at half of the fitted maximal effect; on the % scale 0 is the no-effect control and ±100 the full control effect; nearly all actives have a fitted effect of over 55% in size
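Fluorescence dequenching readout, ex 525 nm/em 598 nm, kinetic mode: forked duplex DNA (100 nM final) with adjacent fluorophore and quencher unwound by WRN (20 nM final) with 2 mM ATP. Compound preincubation 15 min, room temperature.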
* hit, by the source's call; ? = inconclusive; / = no result given; [ ] = another dose, or the depositor's remark. Unless noted, the call rests on the fitted dose curve; in most records, active means well fitted curve in the direction sought with a large enough effect; inconclusive means small, poorly fitted or top-dose-only effect, or another doubt; inactive means no such curve, though single readings can be large; an effect the other way counts as inactive or inconclusive.

Under each structure – GLP1R inv ag | DRD3 agonist | PLK1 PBD block | PI5P4Ka inh | GLP-1R agonist | HEK293 tox | IL2 activator | D3 antag | WRN inhibitor
1) O=C(c1ccc(F)cc1Cl)N1CCN(CCc2ccccc2)CC1
  -37% | -9 | 2% | -3 | -11% | -13% | -3.6 | 22 | 7%
2) O=C1CC2c3ccccc3CCN2C(=O)CN1Cc1ccccc1 (configuration not stated)
  11% | 3 | 1% | -3 | -1% | 3% | 2.0 | 4 | 2%
3) CCn1nnc2cc(C(=O)OCC(=O)N(C)Cc3cccc(F)c3)ccc21
  1% | 5 | -1% | -12 | 15% | 3% | 0.9 | 9 | 4%
4) O=C1CC(C(=O)Nc2cccc(Cl)c2)n2ncnc2N1 (configuration not stated)
  16% | 0 | 3% | 3 | -1% | -2% | 2.1 | 6 | -1%
5) COc1ccc(NC(=O)CN2CCN(S(=O)(=O)c3ccc(Br)cc3)CC2)c(OC)c1
  20% | 4 | -6% | -1 | -2% | -9% | -2.9 | 12 | -3%
6) Cn1cccc1Cc1nnc(SCC(=O)Nc2nccs2)n1CCc1ccccc1
  -17% | -10 | -7% | -7 | 7% | 3% | -0.7 | -29 | 1%
7) O=C(NCC1CCCO1)c1cc(S(=O)(=O)Nc2ccc(Br)cc2)ccc1Cl (configuration not stated)
  -20% | 0 | 7% | 0 | -10% | 9% | -1.5 | -5 | -1%
8) CN(CC(=O)NCc1ccccc1F)S(=O)(=O)c1ccc(Cl)cc1
  ? | 1 | -5% | -1 | -2% | 17% | -0.1 | 10 | -6%
9) CC(OC(=O)Cc1ccsc1)C(=O)Nc1ccc(Cl)cn1 (configuration not stated)
  -3% | -1 | 0% | 9 | 2% | 1% | -4.9 | 4 | -7%
10) N#CCc1c(C#N)c(N)nc(N2CCN(Cc3ccc4c(c3)OCO4)CC2)c1C#N
  -2% | -10 | 5% | -13 | 5% | -2% | -0.5 | ? | 0%
11) COc1ccc(CCNS(=O)(=O)c2ccc([N+](=O)[O-])cc2)cc1OC
  14% | 9 | -11% | 1 | -4% | -6% | 1.1 | -9 | -4%
12) COCCn1c(CN2CC(C)CC(C)C2)nc2c1c(=O)n(C)c(=O)n2C (configuration not stated)
  0% | -3 | -16% | 4 | 0% | 20% | -3.0 | -17 | 0%
13) CC1CCN(S(=O)(=O)c2ccc3[nH]c(=O)ccc3c2)CC1
  0% | 3 | -3% | -3 | -2% | -11% | -1.8 | 14 | 3%
14) Clc1cccc2c1CCN(Cc1nc(-c3cnccn3)no1)C2
  17% | 3 | -4% | -7 | 3% | 18% | -0.1 | -7 | -2%
15) O=C(CN1CCN(S(=O)(=O)c2cc(Cl)ccc2Cl)CC1)Nc1ccc2c(c1)OCCO2
  ? | -13 | -7% | -2 | -1% | -31% | 0.0 | ? | -6%
16) Cc1ccc(OCC(=O)Nc2cc(C(C)(C)C)on2)cc1C
  ? | 0 | -7% | -1 | 13% | 2% | 1.0 | 2 | -5%
17) Cc1cc(C)c(NC(=O)CN2C(=O)CC(C)S(=O)(=O)c3ccccc32)c(C)c1 (configuration not stated)
  1% | 0 | -13% | -6 | -2% | -11% | -3.0 | 2 | -1%
18) COc1ccc(OC)c(N(CC(=O)N2CCCC2)S(=O)(=O)c2ccc(OC)c(OC)c2)c1
  0% | 7 | 0% | / | 3% | ? | 3.6 | 17 | -5%[57.1 µM]
19) Cc1ncc([N+](=O)[O-])n1CCOC(=O)Nc1ccc([N+](=O)[O-])cc1
  -5% | 0 | -1% | 5 | 0% | -16% | 1.1 | 10 | 7%[57.1 µM]
20) N#Cc1cn(Cc2ccncc2)c(=O)[nH]c1=O
  7% | 4 | -2% | 9 | 0% | 5% | 0.7 | 15 | -10%
21) O=C(Nc1ccc(Br)cc1)c1cccc(S(=O)(=O)Nc2ccccn2)c1
  -21% | -9 | -9% | 0 | 8% | 11% | 0.2 | -16 | -32%
22) CCC(CCNC(=O)c1ccccc1)(CCNC(=O)c1ccccc1)[N+](=O)[O-]
  -23% | -7 | 3% | 1 | 7% | -5% | -5.2 | -2 | 1%
23) Cc1ccc(S(=O)(=O)N2CCN(C(=O)c3c(-c4ccccc4)noc3C)CC2)c(C)c1
  -7% | -3 | -11% | 6 | 6% | 1% | 0.1 | -16 | 1%
24) NC(=S)NN=Cc1ccc(OC(=O)COc2cc(Cl)c(Cl)cc2Cl)cn1
  ? | 3 | ? | -30 | -7% | 18% | -1.2 | 1 | 9%
25) Cc1ccc(S(=O)(=O)N2CCC(C(=O)N[C@@H](C)C(=O)Nc3ccc4c(c3)OCO4)CC2)cc1
  -12% | -4 | -5% | -4 | 1% | 16% | 0.0 | -23 | -11%
26) O=C(Cn1nc(-c2ccc(Cl)cc2)ccc1=O)NCCCN1CCN(Cc2ccccc2)CC1
  ? | -26 | 6% | -3 | 4% | 5%[1.53 µM] | -0.2 | ? | -27%[57.1 µM]
27) Cc1ccc2[nH]c(O)c(N=Nc3nc4ccccc4s3)c2c1
  7% | -20 | -16% | -23 | -1% | -11% | -2.0 | -22 | -10%
28) COc1ccc(OC)c(NC(=O)C2CCN(c3ncccn3)CC2)c1
  23% | -4 | 1% | / | 6% | 1% | -0.4 | 3 | 2%
29) CCC(C)(C)n1nnnc1CN(Cc1ccc(Cl)cc1)Cc1ccco1
  0% | 2 | -6% | 0 | -1% | -8% | -4.7 | 11 | -29%
30) O=C(C1=NN[C@@H]2C(=O)N(c3cccc(F)c3)C(=O)[C@H]12)c1cnccn1
  -14% | 1 | 4% | 3 | -2% | 5% | -4.3 | -6 | 0%
31) O=C(NCCN1CCOCC1)c1cc(Sc2ccc(F)cc2F)nc2ccccc12
  -27% | -8 | -13% | -8 | 5% | 3% | -0.7 | -3 | 7%
32) O=[N+]([O-])c1ccc(O)c(/C=N/Nc2ncnc3c2cnn3-c2ccccc2)c1
  -77% | -7 | -29% | -75* | -4% | -27% | -2.4 | -27 | -6%
33) Cc1onc(-c2ccccc2)c1C(=O)N/N=C/c1cc2c(cc1Cl)OCO2
  ? | 3 | 2% | -6 | 17% | 2% | -0.1 | 5 | 13%
34) CC(C)(C)NC(=O)C(=O)NNC(=O)c1ccccc1
  16% | 0 | 5% | 9 | 0% | 0% | 0.6 | 2 | -7%
35) COc1ccccc1/C=C/C(=O)NC(=S)Nc1ccc(S(=O)(=O)N(C)c2ccccc2)cc1
  -1% | 5 | -4% | -9 | -18% | -3% | 0.0 | 22 | -4%
36) CCOC(=O)N1CCN(C(=O)C(CC(C)C)NC(=O)C2CCCCC2)CC1 (configuration not stated)
  -3% | 4 | -2% | / | -11% | -5% | 0.7 | -3 | 8%
37) COCCNC(=S)N(CCc1c(C)[nH]c2ccc(C)cc12)Cc1ccco1
  ? | 2 | -3% | -6 | 19% | 2% | 0.2 | -18 | 5%
38) CC(=O)Nc1nnc(-c2ccco2)o1
  9% | 6 | -5% | -10 | -1% | 37%[activator] | -1.0 | -4 | -31%
39) NC1=NC(c2ccccc2)CC(=O)N1 (configuration not stated)
  3% | 4 | 2% | -5 | 0% | -7% | 1.1 | 19 | 9%
40) O=C1CCN(CCc2ccccc2)CCN1CCOc1ccccc1
  -2% | -27 | 3% | 0 | 7% | -20% | 0.0 | -9 | -1%
41) COc1ccccc1NS(=O)(=O)c1ccc(S(=O)(=O)N2CCOCC2)cc1
  -27% | 1 | -6% | 4 | 4% | 11% | 0.9 | 2 | -8%
42) C=CCNC(=O)/C(C#N)=C/c1ccc(SC)cc1
  -21% | -5 | -8% | -8 | 1% | 6% | -5.7 | -15 | 8%
43) COc1cccc(-c2cc(C(=O)N3CCN(Cc4ccccc4)CC3)no2)c1
  -22% | -16 | -9% | / | 1% | 10% | -0.9 | -16 | -11%
44) COC(=O)C1=C(C)Nc2sc(C(N)=O)c(N)c2C1c1ccncc1 (configuration not stated)
  -19% | 2 | ? | 1 | 22% | 1% | 1.8 | 10 | -1%
45) Cc1ccc(NC2CCCN(C(=O)C3CCCC3)C2)cc1C (configuration not stated)
  ? | -8 | -19% | -2 | 11% | 8% | -0.5 | -18 | -24%
46) Cc1c(Cl)cccc1NC(=O)CCC(=O)N/N=C/c1ccco1
  17% | 0 | 4% | -8 | -1% | -5% | -3.6 | 14 | 9%
47) COc1cc(CNC[C@H]2O[C@@H](n3cc(C)c(=O)[nH]c3=O)C[C@@H]2O)ccc1OCc1cccc(Cl)c1
  -22% | 1 | -4% | -3 | 34% | -16% | -1.8 | -2 | 0%
48) Cc1ccc(-n2c(C)cc(C(=O)CSc3nncs3)c2C)cc1
  -5% | 15 | 0% | / | 7% | -19% | 2.9 | 4 | -10%
49) O=C(NC(=O)N1CCN(c2cccc(Cl)c2)CC1)c1ccc(Cl)cc1
  3.2µM* | -9 | 1% | 7 | -17% | 5% | 1.4 | ? | -7%
50) Cc1nc2c(sc(=S)n2Cc2ccco2)c(=O)n1CC(=O)Nc1cc(F)ccc1F
  1.4µM* | 3 | -10% | 2 | -4% | -10% | -0.2 | -1 | -8%
51) Cc1c(Br)c(-c2n[nH]c(=S)n2Cc2ccco2)nn1C
  13% | -5 | -4% | -4 | 3% | -9% | -0.6 | -13 | -3%
52) CCOCCOC(=O)COc1ccc2c(-c3ccccc3)cc(=O)oc2c1
  3% | -6 | -6% | 8 | 2% | 1% | 0.9 | -29 | 7%

Screening data deposited in PubChem by National Center for Advancing Translational Sciences (NCATS).
